Screening data as filed in PubChem.
NPYLR7 ag = activates Aedes aegypti NPYLR7 receptor | activation, % at 10 µM | hit rate 0.15% among 270,000 | AID 1259423 | HEK293T NPYLR7/Galpha15, GCaMP6s calcium fluorescence; in the data active means activation above about 40%;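 further: 0% = vehicle and 100% = reference agonist at the receptor; some compounds past the cut are filed as inactive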
mcGAS inh = inhibitors of mouse cGAS; recombinant cGAS, Kinase-Glo ATP depletion luminescence; inhibition, % at 12.5 µM; hit rate 0.15% among 160,000; AID 1259399;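 further: 0% = negative control wells and 100% = reference inhibitor with no enzyme activity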
hcGAS lum = inhibitors of human cGAS. Q8N884. hit rate 0.081% among 290,000. inhibition, % at 12.5 µM. recombinant h-cGAS, ATP depletion, Kinase-Glo luminescence;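 further: 0% = vehicle reaction and 100% = reaction without DNA for no activity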
Target sequence (Q8N884 whole entry, looked up): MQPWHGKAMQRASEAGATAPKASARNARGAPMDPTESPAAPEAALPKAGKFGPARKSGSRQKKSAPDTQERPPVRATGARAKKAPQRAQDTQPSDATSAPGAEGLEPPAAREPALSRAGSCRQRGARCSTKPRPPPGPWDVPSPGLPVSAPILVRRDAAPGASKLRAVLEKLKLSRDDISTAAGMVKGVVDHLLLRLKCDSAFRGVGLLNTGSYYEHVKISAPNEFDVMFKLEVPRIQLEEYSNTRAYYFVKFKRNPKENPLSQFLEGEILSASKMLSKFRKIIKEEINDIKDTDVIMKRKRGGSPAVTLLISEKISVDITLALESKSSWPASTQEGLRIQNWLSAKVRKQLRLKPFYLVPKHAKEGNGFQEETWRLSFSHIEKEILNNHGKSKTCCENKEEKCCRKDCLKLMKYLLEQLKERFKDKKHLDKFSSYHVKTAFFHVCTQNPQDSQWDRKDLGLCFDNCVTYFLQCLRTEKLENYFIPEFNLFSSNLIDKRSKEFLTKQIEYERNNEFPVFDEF
* = called active by the depositor; nt = not tested or not shown. Unless noted, no stated cut-off is given here; in the data, active means inhibition above about 40%; inactive means the rest.

Below each compound – NPYLR7 ag | mcGAS inh | hcGAS lum
CCCCCCc1ccc(C(=O)N2CCC3(CC2)C(=O)N(CC(=O)NCCCOC)CN3c2ccccc2)cc1
 : 6 | -2 | -1
O=C(Nc1cccc(CN2CCCC2)c1)c1cc(Cl)ccc1F
 : 10 | -9 | -12
O=C(c1ccno1)N1CCC(Cc2ccc(-c3ccccc3)cc2)CC1
 : 2 | -3 | -2
CCN1CCN(C(=O)Cn2c(=O)n(-c3ccccc3F)c(=O)c3ccc(Cl)cc32)CC1
 : 4 | -4 | -8
Cc1cccc(C(=O)Nc2ncn(CC(=O)NCc3ccccc3)n2)c1
 : 7 | nt | 0
N#Cc1c(-c2cccc(F)c2)cc(-c2ccccc2)nc1SCC(=O)Nc1ccc(Br)cc1
 : -2 | nt | -4
CCc1ccc(CNS(=O)(=O)c2cc(NC(C)=O)ccc2OC)s1
 : 1 | nt | -6
O=C(O)c1cnc(/C=C/c2cccc(C(F)(F)F)c2)s1
 : 2 | nt | -3
Cc1cccc(N2CCn3c2nc2c3c(=O)n(C)c(=O)n2C)c1C
 : -8 | nt | -6
CC(C)c1n[nH]c2c1CN(C(=O)Cc1cn3ccsc3n1)CC2
 : 15 | nt | 0
NC(=O)c1ccc(Cn2cnc3c(Cl)cc(Cl)cc3c2=O)cc1
 : -1 | nt | 3
Cn1c(=O)n(C)c2cc(CNc3nn[nH]n3)ccc21
 : 0 | nt | -5
COCCCn1c(C(=O)Nc2cc(Cl)ccc2OC)cc2c(=O)n(C)c(=O)n(C)c21
 : 0 | -2 | 0
COCC(=O)N1CCCN(Cc2c(F)ccc(OC)c2Cl)CC1
 : 6 | nt | -3
C=CCOC(=O)C1=C(C)N(C)C(=O)NC1c1ccc(Cl)c(Cl)c1 (stereo unspecified)
 : 0 | -4 | -7
COc1ccccc1CCNC(=O)c1ccccc1N1CCC(NC(=O)c2cccc(Cl)c2)CC1
 : 0 | nt | -4
CCNC(=O)C1(C)CCCN(Cc2ccc(Cl)cc2)C1 (stereo unspecified)
 : 1 | -2 | 2
CN(C)CC1(O)CCCN(C(=O)c2ccc(-c3cccc(F)c3)cc2)CC1 (stereo unspecified)
 : 10 | nt | -5
COc1ccc(-n2ncc3c2CC(C)(C)CC3NC(=O)c2ccc(-n3cnnn3)cc2)cc1 (stereo unspecified)
 : -8 | nt | 7
COc1ccc(CC2(CCC(=O)N(C)Cc3nc4cc(C)c(C)cc4[nH]3)CCC(=O)N2)c(F)c1 (stereo unspecified)
 : 16 | -6 | -4
Cn1c(-c2cccc(F)c2)cc2cnc(Nc3cccc(NS(C)(=O)=O)c3)cc21
 : 7 | -7 | -3
O=C(CSc1nnc(-c2ccco2)o1)NCc1ccco1
 : 1 | nt | -14
O=C1NC2(CCN(C(=O)c3cc(Cl)cc(Cl)c3)CC2)Nc2ccccc21
 : 6 | 0 | -4
CSc1ncccc1C(=O)N1CCCC(N2CCN(c3ccccc3C)CC2)C1 (stereo unspecified)
 : 1 | nt | -5
Cc1ccc(C2(O)CCN(C(=O)c3ccc(C(F)(F)F)[nH]c3=O)CC2)nc1
 : 1 | -10 | -1
CCc1ccc(C(=O)N2CCN(c3cc(Oc4cccc(Cl)c4)ncn3)CC2C)cc1 (stereo unspecified)
 : 10 | -5 | -7
COCCN(CC(=O)N(CCc1c[nH]c2ccccc12)Cc1ccc(C(F)(F)F)cc1)C(=O)C(C)Cl (stereo unspecified)
 : 8 | -4 | -1
C=CCN1C(=O)C2(c3ccccc31)c1c(oc3ccccc3c1=O)C(=O)N2CC1CCCO1 (stereo unspecified)
 : -3 | 0 | 3
CCN1C2=C(C(=O)CCC2)C(c2ccc(OC)c(C(=O)O)c2)C2=C1CCCC2=O
 : -4 | nt | 3
CC(C)C1C2CCC(C2)C1N (stereo unspecified)
 : -2 | nt | -7
Cc1cc(NC(=O)c2ccccc2)n(-c2nc3c(F)cccc3s2)n1
 : -9 | -11 | -7
CCn1c(=NC(=O)C2CC2)sc2c(C)ccc(OC)c21
 : 5 | -7 | -4
O=C(CSc1nnc2[nH]c(=O)cc(-c3ccccc3)n12)N1CCCCCC1
 : -7 | -7 | -1
Cc1ccsc1CN1CCN(C)C2(CCN(C(=O)c3ccco3)CC2)C1
 : -5 | -12 | -1
C=C(C)CN1CCN(c2cc(C)nc3c(-c4ccc(C)cc4)c(C)nn23)CC1
 : 4 | -8 | -11
COC(=O)c1cccc(C(=O)N2CCCC(Nc3ccc4c(c3)OCCO4)C2)c1 (stereo unspecified)
 : 3 | nt | -7
O=C(Nc1nnc(SCc2ccccc2F)s1)c1ccc(CN2CCOCC2)cc1
 : -7 | nt | -6
CCc1nc2ccc(C(=O)Nc3ccc(OC)c(OC)c3)cn2c1N(C)Cc1nccn1C
 : -4 | -2 | -9
CN1CCCC2(CC1)CCN(C(=O)c1ccc(S(N)(=O)=O)cc1)CC2
 : 6 | nt | -6
COc1cc(CC(=O)N2CCC3(CC2)OCc2cc(-c4cccc(CO)c4)ccc2O3)cc(OC)c1OC
 : -28 | -2 | 1
Cc1c(C(=O)NC2CCCC2)c(C(F)(F)F)nn1C1CCCN(C)C1 (stereo unspecified)
 : 15 | nt | -5
COC(=O)CN(C)C(=O)c1ccc2nc(Cc3cccc(Cl)c3)oc2c1
 : 8 | nt | 4
COc1ccc(S(=O)(=O)Nc2cccnc2Nc2ccc(O)cc2)cc1
 : -8 | -7 | -4
CC(C)CC1(CO)CCCN(C(=O)c2cccc3cnccc23)C1 (stereo unspecified)
 : 1 | -14 | -7
COc1cc(C[C@H]2C(=O)OC[C@@H]2Cc2ccc(OC)c(OC)c2)ccc1O
 : 1 | nt | -4

(cont.)
structure	NPYLR7 ag	mcGAS inh	hcGAS lum
COc1cc(OC)cc(C(=O)Oc2coc(CSc3nccn3C)cc2=O)c1	27	-7	-8
Cc1nc(C)n(CC(C)C(=O)N2CCC(N3CCC(O)CC3)CC2)n1 (stereo unspecified)	nt	-5	-5
O=C1NC(=O)C2(COC(c3ccncc3)OC2)S1 (stereo unspecified)	-1	-8	-5
Cc1ccc(C(=O)N2CCCC(CO)(Cc3ccccc3)C2)c(C)c1 (stereo unspecified)	-5	nt	2
O=C1OC(=NCc2ccccn2)NC1Cc1ccccc1 (stereo unspecified)	6	nt	0
CCc1nnc(N=Cc2nc(-c3ccc(Br)cc3)oc2O)s1	-6	1	1
O=C(CC1C(=O)NCCN1CC1CCCCC1)NC1CCC1 (stereo unspecified)	1	nt	4
COC(=O)c1ccccc1NC(=O)N1CCCC(C(=O)c2sccc2C)C1 (stereo unspecified)	12	-10	-9
COc1ccc2cc(C3CN(C(=O)c4cccc(C)c4O)CCO3)ccc2c1 (stereo unspecified)	3	nt	-11
CCCC(CCC)C(=O)N1CCN(c2ncnc3c2nnn3Cc2ccccc2)CC1	-3	-6	-5
CC(O)(C(=O)Nc1ccc(S(=O)(=O)c2ccccc2)cc1)C(F)(F)F (stereo unspecified)	-4	nt	-5
O=C(NC(c1ccccc1)c1cnccn1)C1CCN(Cc2ccccc2)CC1 (stereo unspecified)	3	nt	7
CCOCCCn1c(SC(C)C#N)nc2cc(S(=O)(=O)N3CCCC(C)C3)ccc21 (stereo unspecified)	3	-6	-4
CC(C)CNC(=O)c1cc(-c2cccc(Br)c2)nc2ccccc12	3	-6	0
O=C(NCC(=O)N1CCC(C(=O)c2ccccc2)CC1)c1ccc(Cl)cc1Cl	2	-1	2
CC1CCc2sc(C(=O)NNC(=O)CC34CC5CC(CC(C5)C3)C4)cc2C1 (stereo unspecified)	-2	nt	-8
CSc1ccccc1OCc1cc(C(=O)N2CCC[C@H]2C(N)=O)no1	-1	nt	5
CC(=O)N1N=C2C3CCN(CC3)C2C1c1cccs1 (stereo unspecified)	7	-3	-8
O=C(NC1CC1)c1cc(N2CCN(C/C=C/c3ccccc3)CC2)ccn1	-2	nt	-6
COCCN1CCCC(O)(CN2CCN(C(=O)c3ccc[nH]3)CC2)C1=O (stereo unspecified)	11	nt	-8
Cc1c(C)n2c3c(=O)n(CCN4CCOCC4)c(=O)n(C)c3nc2n1Cc1ccccc1	18	nt	-12
CN1OC(C)(CC(=O)Nc2ccc(C(C)(C)C)cc2)N=C1c1cccnc1 (stereo unspecified)	8	nt	-8
CSC1CCCC1N(C)C(=O)Cc1cccc(O)c1 (stereo unspecified)	1	-8	-9
O=C(c1coc(COc2ccc3c(c2)OCO3)n1)N1CCCN2CCC[C@H]2C1	25	-15	-2

Two compounds picked at random from those above:
structure	NPYLR7 ag	mcGAS inh	hcGAS lum
O=C(NC1CC1)c1cc(N2CCN(C/C=C/c3ccccc3)CC2)ccn1	-2	nt	-6
CSc1ccccc1OCc1cc(C(=O)N2CCC[C@H]2C(N)=O)no1	-1	nt	5

The listing continues.
structure	NPYLR7 ag	mcGAS inh	hcGAS lum
O=C(CSc1nc(=O)n(Cc2ccco2)c2c1CCC2)NC1CCCCC1	-12	-2	-1
CCOC(=O)N1CCN(C2CCCN(C(=O)c3ccc(CSC)o3)C2)CC1 (stereo unspecified)	7	nt	-2
COCC(=O)N(Cc1nccn1Cc1ccccc1)CC1CCCO1 (stereo unspecified)	8	-3	-3
CCCNC(=O)c1nnc2n1CCN(C(=O)c1ccccc1)C2	3	nt	-5
CCc1cnc(N)nc1N1CCC(CCC(=O)NC2CC2)CC1	nt	-7	-13
COc1ccc(N=CC(C#N)c2nc3ccccc3s2)c(OC)c1 (stereo unspecified)	-3	0	2
CNC(=O)[C@@H]1CN2CCN(C(C)=O)C[C@@H]2[C@H]1c1ccccc1	5	-7	-3
CCC(C)n1c(C)cn2c3c(=O)n(CCCc4ccccc4)c(=O)n(C)c3nc12 (stereo unspecified)	7	-7	-4
CCCC(Sc1ncc(CO)n1Cc1ccc2c(c1)OCO2)C(=O)OCC (stereo unspecified)	nt	-4	-6
CNS(=O)(=O)c1cccc2cccnc12	-1	nt	-5
COC(=O)c1c(C)nn(Cc2c(C)noc2C)c1C	8	nt	-5
CC1CCCN(c2nncc(-c3ccc(Cl)cc3)n2)C1 (stereo unspecified)	0	nt	1
CN(Cc1c(F)cccc1Cl)C(=O)COc1cc(=O)n2ccccc2n1	-6	-8	-2
CCOC(=O)C1(CCCc2ccccc2)CCN(C(=O)Cc2cccnc2)CC1	16	nt	-5
O=C(CCc1cn[nH]c1)NC1CC(=O)N(C2Cc3ccccc3C2)C1 (stereo unspecified)	-1	nt	-1
Cn1cc(NC(=O)NC2CCN(c3cccc(Cl)c3)C2)cn1 (stereo unspecified)	-21	nt	-8

Compounds above containing two or more sulfur atoms (3):
structure	NPYLR7 ag	mcGAS inh	hcGAS lum
CCc1ccc(CNS(=O)(=O)c2cc(NC(C)=O)ccc2OC)s1	1	nt	-6
O=C(Nc1nnc(SCc2ccccc2F)s1)c1ccc(CN2CCOCC2)cc1	-7	nt	-6
CCOCCCn1c(SC(C)C#N)nc2cc(S(=O)(=O)N3CCCC(C)C3)ccc21 (stereo unspecified)	3	-6	-4

Grouped by structure: the compounds so far containing a COOH group (two)
structure	NPYLR7 ag	mcGAS inh	hcGAS lum
O=C(O)c1cnc(/C=C/c2cccc(C(F)(F)F)c2)s1	2	nt	-3
CCN1C2=C(C(=O)CCC2)C(c2ccc(OC)c(C(=O)O)c2)C2=C1CCCC2=O	-4	nt	3

Other structures follow:
structure	NPYLR7 ag	mcGAS inh	hcGAS lum
Cc1cccc2nc(CN3CCNC(=O)CC3c3ccccc3)cn12 (stereo unspecified)	1	nt	-4
O=c1c2nnc3c(-c4ccccc4)cnn3c2ccn1Cc1ccccn1	1	nt	-7
CCOC(=O)c1cc(C(C)(C)C)n(C2CCN(C(=O)C3CCOC3)CC2)n1 (stereo unspecified)	2	-7	-7
CCc1nc2c(OCc3ccccc3C(=O)OC)cccn2c1N(C)C(=O)CC(C)C	1	-4	-2
CCC(C)NC(=O)c1c(N)n(/N=C\c2ccccc2O)c2nc3ccccc3nc12 (stereo unspecified)	4	-8	-7
CN(Cc1ccccn1)C(=O)c1cc(COc2ccc3c(c2)OCO3)[nH]n1	-1	-12	-13
CCOc1ccc(SCC(=O)NC(C)c2ccc(S(C)(=O)=O)cc2)cc1 (stereo unspecified)	6	-6	-3
COCCOCC(=O)Nc1ccc(-c2onc3c2CCc2ccccc2-3)cc1	2	-6	-6
CC(=O)c1cc(C(=O)OCC(=O)Nc2ccc(C(C)C)cc2)c2ccccn12	3	-9	-8
Cc1occc1C(=O)N(C)C(Cc1ccccc1)C1CCN(C(=O)c2n[nH]c3c2CCCC3)CC1 (stereo unspecified)	13	-12	-12
O=C(c1ccccc1N1CCC(NS(=O)(=O)c2ccc(F)cc2)CC1)N1CCOCC1	22	-4	-3
OCc1cccc(-c2cnc3c(Nc4cccc(OC(F)(F)C(F)F)c4)nccn23)c1	-6	-3	-6
CN(Cc1cccc2ncccc12)C(=O)C(C)(C)NC(=O)c1cccs1	-1	nt	1
CCC(C)c1ccccc1NC(=O)C(C)OC(=O)c1nc(C)n2c1CCCC2 (stereo unspecified)	19	nt	-10
Cc1nnc(SCC(=O)NC(C)(C)C)c2c1cnn2-c1ccccc1	-11	-12	-8
CC(C)N(Cc1nccn1C)c1nc2nonc2nc1NCc1cccs1	-1	nt	-12
COc1ccc(N(CN2C(=O)c3ccc([N+](=O)[O-])cc3C2=O)C(C)=O)cc1	0	0	0
CCc1nc2ccc(C(=O)NC3CCN(Cc4ccccc4)CC3)cn2c1N(C)Cc1cccs1	4	-2	-7
CN(CCCc1cnn(C)c1)CC1(O)CNCCOC1 (stereo unspecified)	nt	-3	-4
CC(C)=CC(=O)N(Cc1ccc(C(=O)NCC(F)(F)F)cc1)C1CC1	12	-17	-9
